# High-throughput results: PubChem BioAssay, National Center for Advancing Translational Sciences (NCATS)
# FEN1 inhibitor = qHTS Assay for the Inhibitors of Human Flap endonuclease 1 (FEN1); P39748; Recombinant FEN1 flap cleavage, fluorescence, 15 min; Potency, µM (series often up to 114 µM), without a hit: at the highest dose activity change, negative = inhibition, usual class: inhibitors; hit rate 0.35% among 390,000; AID 588795, 2011; note: nearly all actives have a fitted effect of over 65% in size
# Target sequence (P39748 whole entry, looked up): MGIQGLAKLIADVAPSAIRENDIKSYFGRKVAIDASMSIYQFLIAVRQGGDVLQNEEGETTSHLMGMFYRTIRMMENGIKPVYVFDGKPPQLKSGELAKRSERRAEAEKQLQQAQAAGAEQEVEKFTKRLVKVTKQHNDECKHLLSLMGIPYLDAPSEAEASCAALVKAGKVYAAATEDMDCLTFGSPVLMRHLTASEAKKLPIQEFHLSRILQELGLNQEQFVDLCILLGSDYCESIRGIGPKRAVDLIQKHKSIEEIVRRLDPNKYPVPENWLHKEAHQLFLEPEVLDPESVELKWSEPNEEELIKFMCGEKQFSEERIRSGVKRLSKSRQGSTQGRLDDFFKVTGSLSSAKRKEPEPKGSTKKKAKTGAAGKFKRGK
#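 Nuclease activity of 10 nM FEN1 was measured after 15 min of room-temperature exposure to titrated compounds, by adding 50 nM flap substrate and reading plates at 0 and 15 min.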
# N370S GC mod = qHTS Assay for Inhibitors and Activators of N370S glucocerebrosidase as a Potential Chaperone Treatment of Gaucher Disease; Potency, µM (doses to about 59.4 µM), for the others: at the highest dose activity change, negative = inhibition, actives largely listed as inhibitors; AID 2101, 2009; Lysosomal acid glucosylceramidase (Homo sapiens), P04062; hit rate 0.092% among 330,000; N370S GC spleen homogenate, 4MU-glucoside fluorescence;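 note: 0% = full enzyme activity and -100% = no enzyme basal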
# TDP1 inh = qHTS Assay for Inhibitors of Tyrosyl-DNA Phosphodiesterase (TDP1) | hit rate 0.28% among 350,000 | Potency, µM (top dose mostly 130 µM), without a hit: top-dose activity change, negative = inhibition, actives largely listed as inhibitors | recombinant TDP1, AlphaScreen DNA substrate cleavage | Tyrosyl-DNA phosphodiesterase 1 (Homo sapiens), Q9NUW8; note: nearly all actives have a fitted effect of over 40% in size
# Target sequence (Q9NUW8 whole entry, looked up): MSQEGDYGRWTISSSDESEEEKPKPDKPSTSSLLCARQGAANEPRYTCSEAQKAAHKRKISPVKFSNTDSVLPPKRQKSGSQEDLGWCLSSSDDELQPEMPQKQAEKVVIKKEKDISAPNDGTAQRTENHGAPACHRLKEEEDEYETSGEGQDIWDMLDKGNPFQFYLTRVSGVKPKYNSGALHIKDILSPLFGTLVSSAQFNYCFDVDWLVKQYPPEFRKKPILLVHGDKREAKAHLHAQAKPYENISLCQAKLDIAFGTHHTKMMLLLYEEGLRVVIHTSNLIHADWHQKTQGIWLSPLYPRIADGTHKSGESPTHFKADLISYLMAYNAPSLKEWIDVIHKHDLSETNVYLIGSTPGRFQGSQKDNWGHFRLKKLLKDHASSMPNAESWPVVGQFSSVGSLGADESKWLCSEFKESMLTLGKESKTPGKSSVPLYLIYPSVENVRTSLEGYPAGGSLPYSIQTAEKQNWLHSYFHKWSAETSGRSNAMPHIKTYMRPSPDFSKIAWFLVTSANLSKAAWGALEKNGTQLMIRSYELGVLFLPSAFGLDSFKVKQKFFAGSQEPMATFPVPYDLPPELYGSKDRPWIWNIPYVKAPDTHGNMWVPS
#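 Enzyme-compound mixtures sat 15 min at room temperature, followed by a 5 min reaction with 15 nM final substrate and 10 min with AlphaScreen beads. Recombinant human Tdp1 was used at 1 nM final.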
# Numbers without * were called inactive; ? = inconclusive; . = not tested or not shown; & = joins results of further samples; [ ] = remark or other dose. Calls come from the whole dose curve; as a rule, active = well fitted curve in the direction sought with a large enough effect; inconclusive = small, poorly fitted or top-dose-only effect, or another doubt; inactive = no such curve, though single readings can be large; an effect the other way counts as inactive or inconclusive. Unless noted, % is set by controls: 0 for no effect and ±100 for the full control effect; potency is the fitted concentration of half-maximal effect.
# Order of results – FEN1 inhibitor, N370S GC mod, TDP1 inh
Cc1cccn2c(=O)c3cc(C(=O)NCc4ccco4)c(=N)n(C4CCCC4)c3nc12
    11%, 2%, .
CN(C(=O)COC(=O)c1ccc(C#N)cc1)c1ccccc1
    3%, 0%, 7%
CCN1C(=O)C2(C(C#N)=C(N)Oc3cc(C)oc(=O)c32)c2ccccc21 (stereo not given)
    3%, 1%, 2%
Cc1nc2nc(C)c(NS(=O)(=O)c3ccc(F)cc3)c(=O)n2[nH]1
    21%, ., 0%
CCc1nc2ccccc2n(CCOCCn2c(=O)c(CC)nc3ccccc32)c1=O
    3%, 12%, 4%
Cc1ccc(OC(=O)c2cccc(C(=O)Oc3ccc(C)cc3)n2)cc1
    -1%, 4%, 3%
CCCN(C(=O)C(C)Oc1cccc(Cl)c1)c1c(N)n(Cc2ccccc2)c(=O)[nH]c1=O (stereo not given)
    4%, -11%, 0%
Cc1cc2c(cc1C)N(Cc1ccccc1)C1=NCCCN12
    17%, -12%, 3%
COc1ccc(NS(=O)(=O)c2cc(OCC(N)=O)c(C)cc2Cl)cc1
    -7%, -20%, 6%
O=[N+]([O-])c1cccc(NC2=NCCC2)c1
    3%, -12%, -5%
COc1cc(/C=C/C(=O)OCC(=O)Nc2ccc(C)cc2[N+](=O)[O-])ccc1O
    0%, 15%, 5%
O=C(CCCCCn1nnc2ccccc2c1=O)N[C@H](C(=O)O)c1ccccc1
    1%, -26%, .
COc1ccc(SC[C@H](CC(C)C)N2CCN(C)CCC2=O)cc1
    1%, -6%, 2%
CCCN1CCN(C(=O)Cn2ncc3c4ccccc4n(Cc4cccc(Cl)c4)c3c2=O)CC1
    -7%, ., 8%
Cn1cnnc1Sc1ccc(C(=O)OCC(=O)Nc2cc(Cl)cc(Cl)c2)cc1[N+](=O)[O-]
    1%, -5%, 8%
COc1ccc(-n2c(C)cc(C(=O)CSc3ccc(NC(C)=O)cc3)c2C)cc1
    -14%, 11%, 3%
O=C(COC(=O)c1cccc(Br)c1)NCCC1=CCCCC1
    -5%, 12%, 5%
CN(C)S(=O)(=O)N1CCC(Oc2cccc(C(=O)NC3CCCCCC3)c2)CC1
    -9%, ?, 0%
CCN(CC)S(=O)(=O)c1ccc(NC(=O)Cn2cnc3ccccc3c2=O)cc1
    -13%, -5%, 4%
COCCNc1ccnc(-c2c(C)noc2C)n1
    ., 5%, 5%
C=CCn1c(COc2ccc(Cl)cc2)nnc1SCC(=O)N1CC(=O)Nc2ccccc21
    -19%, 2%, 2%
CC(=O)c1ccc(Nc2nc3ccccc3nc2-n2nc(C)cc2C)cc1
    13%, ., 0%
Fc1ccc(CCN2CCN=C2Nc2ccccc2)cc1
    -4%, -2%, 1%
COc1ccc(S(=O)(=O)Nc2cccc(-c3ccc(N4CCC(C)CC4)nn3)c2)c(OC)c1
    -2%, ., -1%
Cc1cc2nc3ccc(=[N+](C)C)cc-3sc2cc1N
    22µM*, 1%, ?
C=CCN1C(=O)C(Cc2ccc(OCC)cc2)SC1=Nc1ccc(C(=O)O)cc1 (stereo not given)
    7%, 0%, 3%
COc1cc(C(=O)CC2(O)C(=O)N(Cc3ccccc3Cl)c3ccccc32)cc(OC)c1OC (stereo not given)
    0%, ., 6%
Cc1ccc(/C=C/c2nnc(-c3ccccc3)o2)cc1
    4%, 8%, 2%
O=C(O)C1CC=CCC1C(=O)NCCc1csc(-c2ccccc2)n1 (stereo not given)
    17%, -1%, 4%
CC(OC(=O)Cc1ccc(Cl)cc1)C(=O)NCCC1=CCCCC1 (stereo not given)
    2%, 9%, 3%
CC(=O)Oc1cccc(/C=c2\sc3nc(-c4ccco4)nn3c2=O)c1
    -6%, 13%, .
Cc1ccc(C(=O)NC2CC(=O)N(c3ccc4c(c3)OCCO4)C2)cc1[N+](=O)[O-] (stereo not given)
    4%, 4%, .
O=C(Cn1ncc2c([nH]c3ccccc32)c1=O)NCCCN1CCN(c2ccccc2)CC1
    -16%&8%, -9%, 1%&1%
COc1ccc(-c2nc(CN3CCC(C(=O)NC4CC4)CC3)c(C)o2)cc1OC
    4%, -10%, 6%
O=C(CSc1nnnn1-c1ccc2c(c1)OCCO2)Nc1nc2c(s1)CCCC2
    -7%, -6%, 5%
Cc1cc(OCc2cc(C(=O)N3CCC(Oc4cccnc4)CC3)no2)cc(C)c1Cl
    -18%, -27%, 3%
CCC(CC)c1nnc(NC(=O)c2cccc(S(=O)(=O)N3CCc4ccccc43)c2)s1
    -3%, -10%, 2%
CCN(CC)c1ccc(NC(=O)CN2CCN(CC(=O)Nc3ccc(Cl)cc3)CC2)cc1
    -4%, ., 12%
O=c1cc(NCc2ccco2)[nH]c(=O)n1-c1ccc(Br)cc1
    2%, -3%, 6%
COc1ccccc1N1CCN(C(=O)CCCn2c(=O)[nH]c3ccsc3c2=O)CC1
    -13%, 1%, 7%
Fc1ccc(/C=N/Nc2nc3ccccc3[nH]2)cc1F
    -7%, -13%, 9%
COc1ccc(NC(=O)c2cn(C)c(=O)c3cc(OC)c(OC)cc23)c(OC)c1
    7%, -4%, .
CCc1ccc(NS(=O)(=O)c2ccc3oc(=O)ccc3c2)cc1
    8%, -12%, 6%
Cc1nc2ccccc2nc1N1CCCC1
    1%, -1%, -4%
COC(=O)c1cnc(NNC(=O)c2ccc([N+](=O)[O-])cc2)nc1C(F)(F)F
    0%, -7%, 1%
O=C1C2C3C=CC(C3)C2C(=O)N1CNc1ccccn1 (stereo not given)
    -7%, 4%, 9%
Cc1c(CCOC(=O)C23CC4(C)CC(C)(CC(C)(C4)C2)C3)sc[n+]1CC(=O)c1ccccc1
    -12%, 11%, 5%
COc1cccc(C(=O)Nc2cc(C)ccc2NC(=O)COc2ccccc2)c1
    -9%, -4%, 1%
CC(C)(C)CC(=O)OCC(=O)Nc1cc(C(C)(C)C)nn1-c1ccccc1
    -2%, 7%, 0%
C[n+]1cnc(-c2ccccc2)cc1-c1ccccc1
    0%, -8%, 3%
COc1ccc(/C(C)=N/NC(=O)CNC(=O)/C=C/c2ccccc2OC)cc1
    -10%, -6%, .
C=C[C@@]1(C)CC(=O)[C@]2(O)[C@@]3(C)[C@H](O)CCC(C)(C)[C@@H]3[C@H](O)[C@H](OC(C)=O)[C@@]2(C)O1
    ., 2%, 8%
CCC(C)(C)NC(=O)CN(C(=O)c1snc(C(N)=O)c1N)c1ccc2c(c1)OCO2
    -16%, -1%, 2%
Nc1nc(SCC(=O)N2N=C(c3ccc(Cl)cc3)CC2c2ccco2)n[nH]1 (stereo not given)
    13%, -14%, 8%
CNC(=O)CCCCC(=O)N/N=C/c1ccc(Cl)cc1Cl
    9%, 6%, .
COc1ccc(NC(=O)C2COc3ccccc3O2)cc1 (stereo not given)
    -4%, 4%, .
COc1cc(OC)cc(C(=O)N2CCN(c3ncccn3)CC2)c1
    3%, 2%, 4%
NNC(=O)CNC(=O)C12CC3CC(CC(C3)C1)C2
    -1%, 7%, -5%
CC1=C(C(=O)OC(C)C)C(c2ccccn2)n2ncnc2N1 (stereo not given)
    18%, -2%, -2%
CCc1[nH]c(=S)c(C#N)c2c1CCCC2
    5%, 4%, -3%

# Continuation:
# Order of results – FEN1 inhibitor, N370S GC mod, TDP1 inh
COc1ccc(C2Nc3ccccc3-c3cc(C)nn32)cc1OC (stereo not given)
    9%, ., 12%
Cc1ccc(-c2cc(C(=O)N/N=C/c3ccccc3)n[nH]2)o1
    4%, -6%, 5%
O=C(NCc1ccc(Cl)cc1)c1ccc(Br)o1
    -1%, 20%[89.1 µM], 15%&-5%
O=C(Cc1ccc([N+](=O)[O-])cc1)N1N=C(C2CC2)CC1(O)C(F)(F)F (stereo not given)
    0%, -2%, 2%
CC1(C)CC(=O)C(C(=O)c2ccccc2)C(=O)C1
    -1%, 0%, 3%
O=C(NCCc1ccccc1)c1ccc2c(c1)CCN2S(=O)(=O)c1ccc(Br)cc1
    7%, ., 7%
O=C(O)c1ccccc1C(=O)NCc1ccccc1
    7%, -15%, 7%
CCNc1nc(NCC)nc(C(=O)OCCO)n1
    0%, -1%, 8%
Cc1ccccc1CN(C)C(=O)COC(=O)c1ccc2[nH]c(C)c(C)c2c1
    -12%, ., 7%
CCCc1nn(C)c2c(=O)[nH]c(-c3cc(S(=O)(=O)Nc4ccc(NC(C)=O)cc4)ccc3OCC)nc12
    2%, -18%, 4%
Clc1ccc(CN2CCc3c([nH]c4ccccc34)C2)cc1Cl
    -29%, -13%, .
CSc1nc(O)c(C(c2ccc(O)cc2)c2c(O)nc(SC)[nH]c2=O)c(=O)[nH]1
    8%, -19%, .
COc1cc(NC(=O)c2ccc3nsnc3c2)cc(OC)c1OC
    -9%, -1%, 0%
CCOC(=O)c1ccc2[nH]c3ccccc3c2c1
    -22%, ?, 3%
O=C1c2ccccc2C(=O)N1OS(=O)(=O)c1ccccc1
    ., 1%, 3%
O=[N+]([O-])c1cc(Cl)ccc1N1CCCCC1
    -2%, 2%, 7%
N#Cc1cn(-c2ccccc2)nc1C(=O)c1ccccc1
    -1%, -16%, 4%
CCC(=O)Nc1c(-c2ccccc2Cl)c(=O)c2ccccc2n1C
    0%, -12%, .
COc1ccc(Br)cc1C(=O)O
    -9%, -4%, 0%
O=C(NCc1ccccn1)c1cccc(S(=O)(=O)NCc2ccccc2)c1
    2%, 0%, 0%
Cc1ccc(N(CC(=O)NC(C)C)C(=O)CCC(=O)Nc2nccs2)cc1C
    14%, -11%, .
CC(Sc1cnccn1)C(=O)O (stereo not given)
    -3%, -7%, -3%
CCOc1cc(/C=C/c2ccc3cccc([N+](=O)[O-])c3n2)ccc1O
    -13%, -3%, 4%
CC1=C(C(=O)Nc2cccc(F)c2)C2(CCCCC2)OC1=O
    -10%, ., 3%
Cc1cccc(C(=O)c2cnc3ccccc3c2-c2ccccc2)c1
    -11%, 24%, 5%
O=C(Nc1ccc(C(=O)N2CCOCC2)cc1)c1cccc([N+](=O)[O-])c1
    4%, -3%, 0%
CC1CCC2(CC1)Nc1ccccc1C(=O)N2c1ccccc1 (stereo not given)
    -11%, 29%, 3%
Nc1c(C(=O)Nc2cccc(F)c2)nnn1-c1cccc(C(F)(F)F)c1
    -1%&0%, -9%, 3%&7%
CCN(CC)S(=O)(=O)c1ccc(C(=O)/C=C/c2ccc(-c3ccc([N+](=O)[O-])cc3)o2)cc1
    -20%, -17%, .
O=C(C1=C[C@H](c2ccc(Br)cc2)C[C@H](OCCCCO)O1)N1CCN(Cc2ccc3c(c2)OCO3)CC1
    -1%, -15%, 5%
CC1CCN(C(=O)CSc2nnc(CNC(=O)c3c(F)cccc3F)o2)CC1
    11%, 1%, 4%
COc1ccc(C2NC(=O)N(C)C3=C2C(=O)N(c2ccc(C)cc2)C3)cc1 (stereo not given)
    -10%, ., -1%
CCS(=O)(=O)NCC(c1ccco1)N1CCN(c2ccccc2F)CC1 (stereo not given)
    -10%, 1%, -3%
COc1ccc(N2CCN(C(=O)COC(=O)c3cc(S(=O)(=O)N(C)C)ccc3N3CCCC3)CC2)cc1
    1%, 2%, .
Cc1ccc(CNC(=O)[C@@H](NC(=O)C2CCN(C(=O)[C@@H]3CCCN3)CC2)C(C)C)cc1
    4%, -1%, .
CC(=O)Nc1ccc(S(=O)(=O)NCc2ccccn2)cc1
    -6%, -22%, 3%
CS(=O)(=O)NCCOc1ccc(S(=O)(=O)NCCOc2ccccc2)cc1
    -10%, -27%, 9%
CCC[C@@H](CN1CCC[C@H]1CN1C(N)=NC[C@@H]1Cc1ccccc1)N1C[C@@H](Cc2ccccc2)N(CCCC2CCCC2)C1=N
    -5%, ., 1%
Cc1ccc(C(=O)N/C(=C\c2cn(C)c3ccccc23)C(=O)NCCN2CCOCC2)cc1
    -16%, -41%, 4%
Cc1oc2ccc(O)c(CN3CCCC(C)C3)c2c1C(=O)Nc1ccccc1 (stereo not given)
    5%, ., -4%

# In the list so far, these contain a COOH group:
# Order of results – FEN1 inhibitor, N370S GC mod, TDP1 inh
O=C(CCCCCn1nnc2ccccc2c1=O)N[C@H](C(=O)O)c1ccccc1
    1%, -26%, .
C=CCN1C(=O)C(Cc2ccc(OCC)cc2)SC1=Nc1ccc(C(=O)O)cc1 (stereo not given)
    7%, 0%, 3%
O=C(O)C1CC=CCC1C(=O)NCCc1csc(-c2ccccc2)n1 (stereo not given)
    17%, -1%, 4%
O=C(O)c1ccccc1C(=O)NCc1ccccc1
    7%, -15%, 7%
COc1ccc(Br)cc1C(=O)O
    -9%, -4%, 0%
CC(Sc1cnccn1)C(=O)O (stereo not given)
    -3%, -7%, -3%
